Source: PubChem (National Center for Advancing Translational Sciences (NCATS))
KinaseGlo FLuc: blocks Kinase-Glo luciferase, a counter-screen artifact. Q27757. actives 0.28% (n = 200,000). AID 1379. Kinase-Glo luciferase, ATP luminescence, 8 min. Potency, µM (doses to about 38.3 µM), for the others: top-dose activity change, negative = inhibition, actives largely listed as inhibitors; note: potency is the fitted concentration of half-maximal effect; % is set by controls: 0 for no effect and ±100 for the full control effect; nearly all actives have a fitted effect of over 60% in size
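Luminescence was the read-out, taken after 8-minute incubation at ambient temperature. Luciferase turned over luciferin with 10 uM ATP in imidazole pH 7.2 buffer containing KCl, MgCl2, Tween 20 and BSA.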
LMNA splice mod: modulators of lamin A splicing; Potency, µM (top dose mostly 46.1 µM), for the others: top-dose ratio change, negative = inhibition, usual class: inhibitors; AID 1487; HeLa LMNA splicing GFP/RFP minigene ratio, 48 h; actives 0.01% (n = 200,000); active = well fitted inhibition curve with a large enough effect in the signal ratio, with a control signal flat, not every such curve was filed as active; inconclusive = small, poorly fitted or top-dose-only effect, or effect the other way, or a change in a side signal; the % refers to the signal ratio; note: potency is the fitted concentration of half-maximal effect; % is set by controls: 0 for no effect and ±100 for the full control effect
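S3 HeLa stable clones carrying a lamin A-EGFP splicing minigene plus DsRed2 were seeded at 600 cells/well in Opti-MEM with 2% FBS, pin-dosed and incubated 48 h at 37°C. Acumen cytometry (488 nm) gave the GFP/RFP total-intensity ratio.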
CBFb RUNX1 block: blocks binding between human CBF-beta and RUNX1 | Q01196+Q13951 | AlphaScreen CBFb-His/RUNX1-biotin binding, biochemical | Potency, µM (titrated, usually from 59.8 µM), without a hit: top-dose activity, negative = inhibition, most hits filed as inhibitors | 230,000 tested, under 10 active | AID 1477; note: % of control where 0% means no effect
Target sequence (Q01196 whole entry, looked up): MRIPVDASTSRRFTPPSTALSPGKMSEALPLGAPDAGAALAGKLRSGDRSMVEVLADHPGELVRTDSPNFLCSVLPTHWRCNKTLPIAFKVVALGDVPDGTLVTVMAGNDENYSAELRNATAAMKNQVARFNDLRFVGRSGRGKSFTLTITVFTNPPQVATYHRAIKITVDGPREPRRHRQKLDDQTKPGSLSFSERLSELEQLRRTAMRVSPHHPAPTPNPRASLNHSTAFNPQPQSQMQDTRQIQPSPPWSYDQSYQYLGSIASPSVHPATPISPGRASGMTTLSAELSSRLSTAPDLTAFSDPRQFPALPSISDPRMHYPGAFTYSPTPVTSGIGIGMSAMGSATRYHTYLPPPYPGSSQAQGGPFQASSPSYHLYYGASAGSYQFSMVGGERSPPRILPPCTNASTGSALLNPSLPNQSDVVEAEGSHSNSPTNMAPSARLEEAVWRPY
Target sequence (Q13951 whole entry, looked up): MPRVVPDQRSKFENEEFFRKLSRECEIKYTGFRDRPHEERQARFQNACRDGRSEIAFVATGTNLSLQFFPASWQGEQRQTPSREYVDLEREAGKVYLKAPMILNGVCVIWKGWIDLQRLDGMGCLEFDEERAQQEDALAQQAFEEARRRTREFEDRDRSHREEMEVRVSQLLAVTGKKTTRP
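AlphaScreen proximity signal reports loss of binding between His-tagged CBF-beta and biotin-labelled RUNX1, each at 30 nM. Proteins are pre-associated for 20 minutes, compounds added for 15 minutes, then beads for 90 minutes, all at ambient temperature.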
NPSR antag: antagonists of human neuropeptide S receptor cAMP signaling; CHO-NPSR cells, cAMP TR-FRET, antagonist mode; Potency, µM (titrated, usually from 38.3 µM), inactives show at the top dose activity change, negative = inhibition, hits mostly inhibitors; actives 1% (n = 220,000); AID 1461; note: potency is the fitted concentration of half-maximal effect; % is set by controls: 0 for no effect and ±100 for the full control effect; nearly all actives have a fitted effect of over 50% in size; many of its hits are not listed in these tables
Target sequence (Q6W5P4 whole entry, looked up): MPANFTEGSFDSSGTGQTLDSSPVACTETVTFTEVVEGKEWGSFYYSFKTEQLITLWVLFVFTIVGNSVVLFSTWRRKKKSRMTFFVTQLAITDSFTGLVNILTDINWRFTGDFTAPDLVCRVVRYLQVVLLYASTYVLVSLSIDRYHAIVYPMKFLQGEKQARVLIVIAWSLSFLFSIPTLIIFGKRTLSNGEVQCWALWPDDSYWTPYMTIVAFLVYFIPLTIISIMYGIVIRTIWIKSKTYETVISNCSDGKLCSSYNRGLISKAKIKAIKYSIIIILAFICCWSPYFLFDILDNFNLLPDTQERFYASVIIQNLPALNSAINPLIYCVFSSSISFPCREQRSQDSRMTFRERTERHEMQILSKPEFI
Epigenetic derep: derepresses silenced GFP reporter in murine cells. murine LDR cells, GFP reporter derepression, 30 h. actives 0.2% (n = 280,000). AID 1865. Potency, µM (titrated, usually from 53.9 µM), inactives show top-dose GFP activation, most hits filed as activators; note: potency is the fitted concentration of half-maximal effect; % of control where 0% means no effect; nearly all actives have a fitted effect of over 60% in size
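Derepression of a silenced CMV-GFP reporter in murine LDR cells is scored by enumerating GFP-positive cells with a laser-scanning microplate cytometer after 30 hours of treatment at 37 C.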
HTT aggregate: reduces HttQ103-GFP aggregates in PC12 cells. PC12 HttQ103-GFP aggregates, Acumen cytometry, 40 h. Potency, µM (highest dose often 46.1 µM), for the others: at the highest dose activity change, negative = inhibition, usual class: inhibitors. actives 1.1% (n = 220,000); note: potency is the fitted concentration of half-maximal effect; % is set by controls: 0 for no effect and ±100 for the full control effect; nearly all actives have a fitted effect of over 60% in size
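Huntingtin Q103 exon 1–GFP aggregates in induced PC12 cells (100 nM tebufenozide) were quantified by cytometry from lysates, with compounds dosed in titration.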
IMPase Li cell: IMPase inhibition in cells with lithium potentiation; Potency, µM (titrated, usually from 59.4 µM), inactives show top-dose activity, negative = IMPase inhibition, hits mostly inhibitors; AID 1457; CHO-M1 cells, IP1 TR-FRET (IP-One), carbachol + lithium; actives 0.35% (n = 210,000);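 note: IP1 builds up when IMPase is blocked and the TR-FRET signal falls; potency is the fitted concentration of half-maximal effect; plate controls were basal vehicle for no effect and high inhibitor control for full effect; nearly all actives have a fitted effect of over 50% in size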
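Test compounds were applied to CHO-M1 cells previously cultured for 16–30 h at 2000 per well. A small lithium amount accompanied them; after 30 min at 37C, IP1 was quantified by TR-FRET.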
Starred values were filed as active, the others as inactive; ? = inconclusive; nt = not tested or not shown; [ ] = remark or other dose. Unless noted, calls come from the whole dose curve; as a rule, active = well fitted curve in the direction sought with a large enough effect; inconclusive = small, poorly fitted or top-dose-only effect, or another doubt; inactive = no such curve, though single readings can be large; an effect the other way counts as inactive or inconclusive. Some of the compounds tested (hit frequency here may not be typical).

1. CC(C)C1Oc2ccccc2N(CC(=O)NCCCN2C(C)CCCC2C)C1=O (configuration not stated)
2. CCC(=O)NC(c1ccc(N(C)C)cc1)c1c(O)ccc2ccccc12 (configuration not stated)
3. Nc1[nH]n(-c2ccccc2)c(=O)c1N=Nc1ccc2c(c1)OCO2
4. O=C(COn1nnc2ccccc21)NCC1CCCCC1
5. Cc1c(Cl)cccc1Nc1nc(N)nc(CSC(=S)N2CCOCC2)n1
Assay by compound,1,2,3,4,5
KinaseGlo FLuc,-1%,1%,nt,-2%,1%
LMNA splice mod,-5%,11%[46 µM],nt,-3%,12%[46 µM]
CBFb RUNX1 block,9%,?,-28%,2%,-26%
NPSR antag,-11%[46.1 µM],-15%,-38%,0%[46.1 µM],6%
Epigenetic derep,0.0%,-1.9%[10.1 µM],-0.1%,0.9%,0.0%
HTT aggregate,10%,10%[9.22 µM],21%[9.22 µM],-7%,-10%
IMPase Li cell,2%[38.3 µM],1%,nt,17%[38.3 µM],1%

6. Cc1nc(N2CCC(C)CC2)c2c(C)c(C(=O)Nc3ccccc3C(F)(F)F)sc2n1
7. C/C(=N\NC(=O)c1ccccc1)c1cc2cc([N+](=O)[O-])ccc2oc1=O
8. O=C(Nc1cc(Cl)ccc1Cl)c1noc2c1CCCC2
9. Cc1cc(NC(=O)CN2CCN(C)CC2)no1
10. O=C(NCc1cccnc1)c1ccc(-c2cc3ccccc3oc2=O)cc1
Assay by compound,6,7,8,9,10
KinaseGlo FLuc,0%,2%,nt,3%,-3%
LMNA splice mod,nt,?,nt,-17%[46 µM],?
CBFb RUNX1 block,7%,-7%,16%,-6%,?
NPSR antag,?,4%[46.1 µM],8%,16%,15%
Epigenetic derep,6.2%,1.1%,1.1%,1.4%,1.3%
HTT aggregate,-27%,?,-10%[9.22 µM],13%,?
IMPase Li cell,15%,4%,nt,0%,11%

11. COc1cc(C)nc(N2CCCC(C(=O)Nc3cc(Cl)ccc3OC)C2)n1 (configuration not stated)
12. O=[N+]([O-])c1cccc(C2=NCCC(c3ccccc3)O2)c1 (configuration not stated)
13. Cc1ncsc1C(=O)Nc1nc2c(s1)CC(C)CC2 (configuration not stated)
14. Cn1c(SCC(=O)NCc2ccc(F)cc2)nc2ccccc21
15. COC(C(=O)Nc1cc([N+](=O)[O-])ccc1C)c1ccccc1 (configuration not stated)
Assay by compound,11,12,13,14,15
KinaseGlo FLuc,1%,0%,?,nt,0%
LMNA splice mod,12%,1%,4%,?,-6%[46 µM]
CBFb RUNX1 block,6%,-2%,3%,1%,6%
NPSR antag,-19%[46.1 µM],-3%,-24%[46.1 µM],-12%[46.1 µM],-6%
Epigenetic derep,-2.1%,0.0%,0.4%,0.0%,-0.3%
HTT aggregate,-22%,0%,-14%,3%,-3%
IMPase Li cell,9%[38.3 µM],6%,-12%[38.3 µM],nt,1%

16. CCOC(=O)c1sc(NC(=O)c2ccncc2)nc1C
17. O=C1c2cccnc2C(O)N1Cc1ccco1 (configuration not stated)
18. O=S(=O)(Nc1ccc2cn[nH]c2c1)c1ccccc1
19. Cc1c(C(=O)NCC2COc3ccccc3O2)oc2ccc(S(=O)(=O)N3CCOCC3)cc12 (configuration not stated)
20. CCN(CC)CCOC(=O)c1cccc2c1-c1ccccc1C2O (configuration not stated)
Assay by compound,16,17,18,19,20
KinaseGlo FLuc,-9%,3%,0%,0%,nt
LMNA splice mod,6%,-5%,-22%[46 µM],?,nt
CBFb RUNX1 block,-2%,1%,-5%,7%,1%
NPSR antag,-3%,-2%[46.1 µM],-5%,?,1%[7.67 µM]
Epigenetic derep,-1.0%,-0.9%,-2.9%,0.0%,-0.4%
HTT aggregate,?,-16%,9%,?,-20%[9.22 µM]
IMPase Li cell,2%,-9%,4%,23%,nt

21. COc1cc2oc(=O)cc(-c3cccc(-c4ccc(C(C)=O)cc4)c3)c2c(OC)c1OC
22. C=CCn1c(-c2cccc(OCC)c2)n[nH]c1=S
23. O=C(Nc1ccc2c(c1)OCO2)Nc1ccccn1
24. CS(=O)(=O)N1CCCC(C(=O)N2CCOCC2)C1 (configuration not stated)
25. COC(=O)c1ccccc1S(=O)(=O)Nc1ccc(OC)nc1
Assay by compound,21,22,23,24,25
KinaseGlo FLuc,3%[39.9 µM],1%,-23%,1%,-4%
LMNA splice mod,nt,nt,nt,-4%,2%
CBFb RUNX1 block,-4%,6%,1%,9%,0%
NPSR antag,nt,25%,-3%,-8%[46.1 µM],-5%[46.1 µM]
Epigenetic derep,-5.9%,0.0%,-2.3%,-7.9%,0.0%
HTT aggregate,nt,-3%[9.22 µM],-6%,9%,0%
IMPase Li cell,16%,-2%,6%,21%[38.3 µM],27%[38.3 µM]

Rewritten with values under each structure: 9 of the compounds above.
Values in the order: KinaseGlo FLuc | LMNA splice mod | CBFb RUNX1 block | NPSR antag | Epigenetic derep | HTT aggregate | IMPase Li cell
#17 O=C1c2cccnc2C(O)N1Cc1ccco1 (configuration not stated)
  3% | -5% | 1% | -2%[46.1 µM] | -0.9% | -16% | -9%
#18 O=S(=O)(Nc1ccc2cn[nH]c2c1)c1ccccc1
  0% | -22%[46 µM] | -5% | -5% | -2.9% | 9% | 4%
#19 Cc1c(C(=O)NCC2COc3ccccc3O2)oc2ccc(S(=O)(=O)N3CCOCC3)cc12 (configuration not stated)
  0% | ? | 7% | ? | 0.0% | ? | 23%
#20 CCN(CC)CCOC(=O)c1cccc2c1-c1ccccc1C2O (configuration not stated)
  nt | nt | 1% | 1%[7.67 µM] | -0.4% | -20%[9.22 µM] | nt
#21 COc1cc2oc(=O)cc(-c3cccc(-c4ccc(C(C)=O)cc4)c3)c2c(OC)c1OC
  3%[39.9 µM] | nt | -4% | nt | -5.9% | nt | 16%
#22 C=CCn1c(-c2cccc(OCC)c2)n[nH]c1=S
  1% | nt | 6% | 25% | 0.0% | -3%[9.22 µM] | -2%
#23 O=C(Nc1ccc2c(c1)OCO2)Nc1ccccn1
  -23% | nt | 1% | -3% | -2.3% | -6% | 6%
#24 CS(=O)(=O)N1CCCC(C(=O)N2CCOCC2)C1 (configuration not stated)
  1% | -4% | 9% | -8%[46.1 µM] | -7.9% | 9% | 21%[38.3 µM]
#25 COC(=O)c1ccccc1S(=O)(=O)Nc1ccc(OC)nc1
  -4% | 2% | 0% | -5%[46.1 µM] | 0.0% | 0% | 27%[38.3 µM]

The list continues.
26. Cc1nn(-c2ccccc2)c(Cl)c1/C=C1\SC(=S)NC1=O
27. Cc1cc(C)cc(NC(=O)CCC(=O)Nc2nnc(C(F)(F)F)s2)c1
28. COc1ccccc1S(=O)Cc1ccc(C(=O)NCCc2ccc(Cl)cc2)o1 (configuration not stated)
29. COc1ccccc1N(C)S(=O)(=O)c1ccc(C(=O)OCC(=O)NCC(F)(F)F)cc1
30. COc1cccc(NC(=O)C(OC(=O)/C=C/c2ccc3c(c2)OCO3)c2ccccc2)c1 (configuration not stated)
Assay by compound,26,27,28,29,30
KinaseGlo FLuc,-4%,nt,0%,nt,-2%
LMNA splice mod,?,nt,-14%,nt,?
CBFb RUNX1 block,-23%,13%,3%,4%,3%
NPSR antag,10µM*,7%,-9%[46.1 µM],-3%,-24%[46.1 µM]
Epigenetic derep,2.9%,-0.1%,5.0%,-0.3%,-2.4%
HTT aggregate,?,-18%[9.22 µM],-3%,-7%,0%
IMPase Li cell,35%[activator][38.3 µM],nt,2%[38.3 µM],-2%,60%[activator][38.3 µM]

31. Cc1ccc(N(CC(O)COCc2ccco2)S(=O)(=O)c2ccc(C)cc2)cc1 (configuration not stated)
32. CC1(C)Cc2c(c(N3CCOCC3)nc3sc(C#N)c(N)c23)CS1
33. CCOC(=O)C(C)Oc1cccc2c(=O)n(CC(=O)Nc3ccc4c(c3)OCCO4)ccc12 (configuration not stated)
34. CCOc1ccc(NC(=S)NCc2ccco2)cc1
35. CC(=O)N1CCN(Cc2nc3cc(NC(=O)COc4ccccc4)ccc3n2C)CC1
Assay by compound,31,32,33,34,35
KinaseGlo FLuc,-4%,3%,0%,-4%,nt
LMNA splice mod,?,3%,7%,nt,nt
CBFb RUNX1 block,-3%,6%,-1%,1%,-4%
NPSR antag,?,-8%[46.1 µM],-5%[46.1 µM],-4%,13%
Epigenetic derep,0.0%,0.0%,9.6%,-0.1%,-1.3%
HTT aggregate,?,?,-6%,?,-10%
IMPase Li cell,34%[38.3 µM],-6%[38.3 µM],4%[38.3 µM],-2%,10%

36. Cn1c(CNC(=O)c2ccco2)nnc1SCC(=O)Nc1ccc(Br)cc1F
37. COCCCn1c(=O)/c(=C\c2ccccc2OC(F)F)s/c1=C(/C#N)C(N)=O
38. COc1cc(CNCCNC(=O)c2nonc2N)ccc1OCc1ccc(Cl)cc1
39. Cc1cc(C(=O)COC(=O)c2ccccc2Br)c(C)n1CC1CCCO1 (configuration not stated)
40. Cc1ccc(S(=O)(=O)N(C)CCCC(=O)Nc2ccc(C)cc2C)cc1
Assay by compound,36,37,38,39,40
KinaseGlo FLuc,-1%,-2%,4%,nt,1%
LMNA splice mod,5%,?,nt,nt,?
CBFb RUNX1 block,-5%,2%,2%,-8%,-21%
NPSR antag,10%,-6%,-22%,-35%,4%
Epigenetic derep,-0.2%,?,-6.0%,0.1%,0.0%
HTT aggregate,-2%,4%,10%[9.22 µM],41%[9.22 µM],2%
IMPase Li cell,-8%,-2%,24%,nt,4%

41. O=C(CCCc1ccccc1)NCc1ccccc1
42. CC1(C)Cc2nc(N3CCCC3)c(C#N)cc2CO1
43. O=[N+]([O-])c1ccc(Cl)cc1N1CCCC1
44. CCCCN(CC)C(=O)Cc1c(C(=O)O)[nH]c2ccc(Cl)cc12
45. COc1ccc(C[C@H]2CN3C(=NC[C@@H]3Cc3ccccc3)N2C[C@H](C)NC(=O)CCC2CCCCC2)cc1
46. Cc1cccc(C)c1-n1c(SCC(=O)Nc2ccc(C(=O)O)cc2)nnc1-c1cccc(S(=O)(=O)N(C)C)c1
47. CCNC(=O)COc1cc(C)c(Br)c(C)c1
Assay by compound,41,42,43,44,45,46,47
KinaseGlo FLuc,2%,-3%,-1%,nt,nt,2%,1%
LMNA splice mod,nt,nt,?,-6%,nt,?,-4%[46 µM]
CBFb RUNX1 block,4%,18%,-20%,0%,1%,3%,2%
NPSR antag,-17%,0%,-7%,0%[46.1 µM],-27%,16%,21%
Epigenetic derep,-1.2%,0.0%,0.0%,-5.9%,1.0%,-1.6%,1.7%
HTT aggregate,9%[9.22 µM],-22%,nt,-5%,24%[9.22 µM],4%,1%
IMPase Li cell,-1%,7%,5%,nt,nt,1%,2%
